Bioassay records as filed in PubChem BioAssay.
TRHR agonist = activates the human TRH receptor. hit rate 0.18% among 360,000. TRHR cells, calcium flux fluo-8, FDSS agonist mode. AID 493084. P34981. activation, % at 2 µM; also: 0% is about no effect
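Read-out: compound-evoked intracellular calcium rise in TRHR cells, fluo-8 dye, kinetic FDSS fluorescence at 1 s/cycle following a 10-cycle baseline. Cells cultured overnight before dye loading (30 min–1.5 h, RT).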
D2 PAM = positively modulates the human D2 dopamine receptor allosterically; P14416; HEK293 T-REx D2, calcium flux, EC20 dopamine potentiation; potentiation, % at 10 µM; hit rate 0.34% among 340,000;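 active = potentiation over 3 SD above the plate norm, cut at about 30% in these data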; also: 0% is about no effect
Target sequence (P14416 whole entry, looked up): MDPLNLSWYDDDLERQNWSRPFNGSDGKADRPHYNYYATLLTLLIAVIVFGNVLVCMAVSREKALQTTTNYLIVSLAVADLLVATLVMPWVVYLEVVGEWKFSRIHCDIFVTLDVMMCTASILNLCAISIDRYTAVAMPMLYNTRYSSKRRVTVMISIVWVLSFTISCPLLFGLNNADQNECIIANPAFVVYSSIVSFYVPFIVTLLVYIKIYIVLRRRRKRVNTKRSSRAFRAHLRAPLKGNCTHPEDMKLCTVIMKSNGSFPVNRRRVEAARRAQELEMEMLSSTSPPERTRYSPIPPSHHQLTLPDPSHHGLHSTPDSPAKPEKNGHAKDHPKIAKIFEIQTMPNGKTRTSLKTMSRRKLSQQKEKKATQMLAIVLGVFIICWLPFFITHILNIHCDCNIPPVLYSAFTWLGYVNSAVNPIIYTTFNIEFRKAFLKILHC
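Cells plated with tetracycline inducer and held overnight at 30 C; calcium dye loaded 30–90 min at room temperature; baseline taken, compound added and read 180 s; EC20 dopamine then added and read 180 s.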
RXFP1 antag = blocks the human relaxin receptor RXFP1 | Q9HBX9 | HEK293-RXFP1, relaxin-stimulated cAMP HTRF, 30 min; active compounds read low | activity change, negative = inhibition, % at 57.5 µM | hit rate 0.59% among 350,000 | AID 1259400;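 active = activity change of -60% or lower, but not beyond a set lower limit; inconclusive = change between -60% and -40%, or beyond the set limit; inactive = change above -40%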; also: % is scaled to controls: 0 for no effect and ±100 for the full control effect
D2 antagonist = antagonizes the human D2 dopamine receptor | P14416 | HEK293 TREx D2 cells, calcium flux, dopamine EC80 | inhibition, % at 10 µM | hit rate 2% among 340,000 | AID 485344; in the data active = inhibition above about 30%; also: 0% is about no effect
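Overnight-induced (tetracycline, 30 C) HEK293 T-REx cells carrying force-coupled D2 receive a no-wash calcium dye, then compound, then EC80 dopamine at 180 s; signals are read kinetically throughout.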
D2 ag = agonists of human D2 dopamine receptor; hit rate 0.53% among 340,000; HEK293 T-REx D2 cells, calcium flux agonist mode; activation, % at 2 µM; P14416;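 active = activation over 3 SD above normal in the single-dose calcium agonist read, cut at about 30% in these data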; also: 0% is about no effect
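HEK293 Trex D2 cells, tetracycline-induced, o/n 30 C 5% CO2; no-wash Ca dye, RT 30–90 min; 10-cycle baseline, 23 nl cpd added, kinetic Ca read 180 s; agonist hits = positive Ca response.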
D1 ag = human D1 receptor agonism. HEK293 T-REx D1 cells, calcium flux, agonist mode. activation, % at 2 µM. P21728. hit rate 1% among 360,000; also: 0% is about no effect
Target sequence (P21728 whole entry, looked up): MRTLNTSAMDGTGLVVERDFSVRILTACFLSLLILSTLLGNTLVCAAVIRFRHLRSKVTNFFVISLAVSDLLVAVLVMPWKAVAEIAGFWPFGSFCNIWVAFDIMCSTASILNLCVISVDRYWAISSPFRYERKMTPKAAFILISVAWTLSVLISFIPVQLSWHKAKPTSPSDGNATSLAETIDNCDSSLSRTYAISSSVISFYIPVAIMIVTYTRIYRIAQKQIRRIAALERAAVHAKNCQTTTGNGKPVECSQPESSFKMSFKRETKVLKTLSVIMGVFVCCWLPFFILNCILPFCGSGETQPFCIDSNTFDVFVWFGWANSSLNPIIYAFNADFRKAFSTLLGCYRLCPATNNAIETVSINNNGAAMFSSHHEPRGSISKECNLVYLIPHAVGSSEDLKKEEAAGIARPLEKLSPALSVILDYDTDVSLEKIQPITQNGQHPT
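Agonism was scored from calcium flux recorded over 180 s (1 read/s) after pintool compound addition, following a 10-cycle baseline. Cells were inducible force-coupled HEK293 TREx D1, plated overnight at 30 C and loaded with no-wash calcium dye.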
TRHR enhancer = TRH receptor (human) allosteric enhancement | enhancement, % at 2 µM | TRHR cells, fluo-8 calcium fluorescence, EC20 TRH enhancement | hit rate 0.66% among 360,000 | P34981; in the data active = enhancement above about 30%; also: 0% is about no effect
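TRHR-expressing cells loaded with fluo-8 calcium dye were read kinetically (ex 480/em 530) during compound addition, then stimulated with an EC20 of TRH (10 nM final). Enhancement of the Gq-mediated intracellular calcium response was scored.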
D1 antag = human D1 dopamine receptor antagonism | hit rate 3.2% among 360,000 | HEK293 TREx D1 cells, calcium flux, dopamine EC80; active compounds read low | AID 504652 | P21728 | activity change, negative = inhibition, % at 10 µM; in the data active = activity change below about -30%; also: % is scaled to controls: 0 for no effect and ±100 for the full control effect
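Calcium flux readout: force-coupled, inducible Hek293 Trex D1 line, cells induced overnight at 30 C with tetracycline, dye-loaded 30–90 min at RT. Antagonism scored against EC80 dopamine challenge given 180 s after compound.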
D1 potentiator = enhances dopamine response at the human D1 receptor; P21728; HEK293 TREx D1 cells, calcium flux, dopamine EC20 potentiation; potentiation, % at 10 µM; hit rate 0.036% among 360,000; in the data active = potentiation above about 30%; also: 0% is about no effect
The depositor's hits bear a star; ? = inconclusive; / = not tested or not shown. Rule as the data show it, unless noted: active = activation above about 30%; inactive = the rest.

SMILES	TRHR agonist	D2 PAM	RXFP1 antag	D2 antagonist	D2 ag	D1 ag	TRHR enhancer	D1 antag	D1 potentiator
C=CCSc1nnc(C)n1-c1ccc(Cl)cc1	-0.1	-0.7	-2.9	8.0	0.9	1.6	12.3	10.5	2.1
COC(=O)c1[nH]c2ccc(C)cc2c1NC(=O)Nc1ccccc1OC	-0.3	15.6	-11.1	0.9	0.9	-0.3	-3.6	-15.7	10.5
Cc1cc(C)nc(N/N=C/C(Cl)=C/c2ccccc2)n1	-0.6	-0.9	4.4	-46.8	0.5	0.8	6.7	-9.3	-3.5
COc1ccccc1N1CCN(C(=O)CSc2nnc(NC(=O)C3CC3)s2)CC1	0.1	1.9	-4.2	-16.2	-0.3	1.0	1.9	-3.7	1.6
c1ccc(Cc2noc(CN3CCCN(C4Cc5ccccc5C4)CC3)n2)cc1	-0.9	0.9	2.1	-3.9	-2.4	-1.0	-6.3	-0.2	-2.5
O=C(CS(=O)(=O)Cc1ccccc1)Nc1nc2c(s1)CCCC2	0.2	19.2	-4.4	-22.4	0.2	2.9	-2.8	15.6	5.7
CCOC(=O)Cc1csc(NC(=O)CC)n1	-0.7	-5.1	7.3	1.8	-0.2	1.6	-7.0	9.9	1.8
CCn1c(-c2ccco2)n[nH]c1=S	-0.1	13.3	-22.2	-4.4	0.6	0.9	-0.2	1.8	3.5
O=C(NC1CCCCCCC1)c1c(O)c2ccccc2[nH]c1=O	-0.3	2.1	11.0	-30.6	-1.1	4.7	3.0	-6.0	-4.0
O=C1NN(c2ccccc2)C(=O)C2C1C1C=CC2C12CC2 (stereo unspecified)	0.1	4.4	-1.5	9.4	1.0	1.2	-2.4	3.5	3.3
CCOC(=O)c1c(C)nc2sc3c(=O)n(-c4ccc(OC)cc4)cnc3c2c1-c1ccc(OC)cc1	-0.2	1.2	10.6	/	/	1.3	1.3	2.5	-2.8
O=c1c2ccccc2nc(SCc2cccc(F)c2)n1C1CCCC1	0.4	-2.1	-23.8	-1.7	4.1	6.7	4.0	9.4	19.9
O=C(NC1CCCCCC1)C1CCN(C(=O)N2CCOc3ccc(Cl)cc32)CC1	0.1	-3.1	-17.8	/	1.2	0.8	9.8	13.8	0.1
Cc1cc(NC(=O)c2ccoc2C)ccc1Br	-0.2	-5.5	-3.9	-10.3	0.3	1.1	-3.5	4.7	-2.2
CC(C)(C)n1nnnc1C(c1cccs1)N(Cc1cccnc1)Cc1ccccc1Cl (stereo unspecified)	-0.3	-18.9	-17.6	-4.6	2.3	5.1	-7.1	11.5	3.4
O=C1NC(N2CCOCC2)=N/C1=C/c1ccc2c(c1)OCO2	0.7	-3.0	-11.2	11.9	-0.6	8.7	-6.9	22.0	-2.6
COc1cccc(-c2cc(C(F)(F)F)nc(-n3cccn3)n2)c1	1.4	11.1	-13.7	-7.0	1.1	2.8	-7.0	-3.0	9.2
CN1CCc2c(sc3nc(SCC(=O)NCc4ccco4)n(-c4ccccc4)c(=O)c23)C1	0.5	4.9	1.7	13.8	0.4	2.6	-5.5	-32.9*	-8.0
Cc1ccc(C)c(N2C(=O)C3C4C=CC(CC4)C3C2=O)c1 (stereo unspecified)	-0.3	9.0	6.8	4.1	0.2	-1.0	-2.3	6.6	-12.0
O=C(O)/C=C/c1cn(Cc2ccccc2)nc1-c1ccccc1	0.2	7.9	/	-9.1	-0.1	3.2	14.5	-8.0	1.1
Cc1cc(NC(=O)/C=C/C(=O)N(CC(=O)NC2CCCC2)c2cccc3ccccc23)no1	1.2	0.0	-6.8	4.0	0.4	6.5	1.6	25.7	1.4
CC(=O)c1csc(COc2ccccc2)n1	-1.0	8.3	4.4	12.8	-1.4	1.9	3.2	1.0	2.8
CN1CCN(C(CNS(=O)(=O)c2ccc(Cl)cc2)c2cccnc2)CC1 (stereo unspecified)	-1.4	-12.1	-1.5	3.5	-0.7	-0.2	9.3	9.8	-0.7
CCOC(=O)C1CCCN(C(=O)c2ccc(-n3ccc4ccccc43)s2)C1 (stereo unspecified)	-0.1	0.0	-7.4	/	0.5	7.8	15.1	-9.5	-2.1
Cc1ccc(CNC(=O)CCC(=O)N2CC(C)Oc3ccc(Cl)cc32)cc1 (stereo unspecified)	-0.6	-17.0	7.6	-29.7	0.2	1.2	-4.8	5.1	-5.5
Going on with the list:
SMILES	TRHR agonist	D2 PAM	RXFP1 antag	D2 antagonist	D2 ag	D1 ag	TRHR enhancer	D1 antag	D1 potentiator
Cc1cc(C)cc(NC2=CC(=O)CC(c3ccco3)C2)c1 (stereo unspecified)	-0.8	2.5	3.0	-2.5	0.1	0.2	1.3	-14.8	-3.3
Cc1cc(C)c(C)c(C(=O)COC(=O)CNC(=O)CNC(=O)c2ccco2)c1C	0.1	-10.6	-7.3	6.2	0.2	-0.2	-2.2	4.8	-4.7
COc1ccc(C(=O)COC(=O)Cn2[nH]c(=O)c3ccccc3c2=O)c(OC)c1	-0.4	17.3	/	12.7	-0.2	0.2	-5.6	-10.7	-5.5
CC(=NCCc1c(C)[nH]c2ccc(OC(F)(F)F)cc12)C1=C(O)CC(c2ccccc2)CC1=O (stereo unspecified)	0.2	-2.5	-6.6	14.0	3.9	5.3	21.1	-19.8	4.2
CCOC(=O)C(=CNc1cc(C)nn1-c1ccccc1)C(=O)OCC	-1.1	8.6	-0.7	2.8	3.0	1.0	-0.5	5.9	2.5
Cc1cccc(CNC(=O)CCCN2C(=O)CCn3nc(-c4cn(C)c5ccccc45)cc32)c1	-0.9	2.2	-8.0	/	0.0	1.4	3.1	7.4	-0.5
Cc1ccc2c(cnn2C(=O)CCCC(=O)NCc2cccc(F)c2)c1	-0.7	0.2	2.5	7.6	0.3	2.1	5.4	-1.3	-6.4
CC1CN(C(=S)Nc2ccccc2F)CC(C)O1 (stereo unspecified)	0.0	/	0.1	/	/	2.2	5.6	1.8	-2.5
Cc1nnc(SCC(N)=O)n1CCc1ccccc1	0.7	7.1	-7.3	5.1	0.6	2.1	-2.4	-11.6	-2.6
Cc1ccc(Cn2nnc3c(=O)[nH]c(C4CCCN(S(=O)(=O)c5ccccc5F)C4)nc32)cc1 (stereo unspecified)	-0.3	-6.8	4.6	-3.2	-1.3	2.7	-2.3	5.2	-0.8
COc1ccccc1C(=O)NCCC(=O)Nc1ccc(S(=O)(=O)N2C(C)CCCC2C)cc1 (stereo unspecified)	0.2	1.3	14.5	2.7	-0.6	0.5	8.5	8.9	4.4
Cc1cccc(CNC(=O)c2cnc3c(-c4cccc(C)c4)c(C)nn3c2C)c1	0.7	-11.1	-26.0	/	/	0.2	2.0	-33.2*	-6.0
Cc1ccc(CCNC(=O)c2nn(C)c3c2CSc2ccccc2-3)cc1	0.3	-4.7	-0.7	/	0.7	0.7	-0.7	4.7	-0.3
CC(=O)N/C(N)=N/c1nc2cc(C)ccc2o1	0.0	/	6.0	/	/	1.3	5.7	-0.7	-7.8
O=C(C1CCN(S(=O)(=O)N2CCCCC2)CC1)N1CCCCC1	0.5	15.6	-13.7	-15.7	3.2	3.9	9.2	30.8	-4.0
Cc1ccccc1-c1nc(C#N)c(N2CCC(C)CC2)o1	-0.3	0.7	?	30.7*	-0.3	3.6	-0.7	5.3	4.4
CCN(CC)S(=O)(=O)c1ccc(C(=O)N2CCN=C2SCc2cccnc2)cc1	0.7	5.0	2.7	-23.0	0.7	0.7	1.7	4.9	-7.8
O=C(Nc1cnn(Cc2ccc(Cl)cc2Cl)c1)c1noc2c1CCc1ccccc1-2	35.3*	-3.7	-10.3	/	1.4	2.0	5.1	6.4	-1.6
COc1ccc(-c2nc(CS(=O)CC(=O)NCCCN3CCOCC3)c(C)o2)cc1OC (stereo unspecified)	-0.2	11.9	11.6	2.5	2.0	1.8	-4.7	23.6	-7.1
Cc1nc(NCCNC(=O)c2ccco2)c2c(C)c(C)sc2n1	0.0	1.2	5.5	-18.6	-0.9	2.1	-5.8	-7.6	-0.5
Cc1ccc(NC(=O)c2noc3c2CCC3)cc1C	-0.1	-4.5	-23.6	-21.4	-0.1	2.6	29.3	-0.8	-5.2
CC(C)(C)OC(=O)NCCCC[C@H](NC(=O)c1nc[nH]c1C(=O)NCc1ccccc1)C(=O)OC(C)(C)C	0.0	-4.5	/	-6.6	0.7	-2.7	-10.0	0.5	-1.6
O=C(NCCS(=O)(=O)N1CCc2ccccc2C1)c1ccccc1	-0.3	-2.6	5.0	/	/	1.7	-7.9	2.1	-3.5
CC(=O)N1c2c(cc(Br)cc2S(=O)(=O)NCc2ccccc2Cl)CC1C (stereo unspecified)	-0.3	-18.1	/	/	-0.4	2.0	7.5	-6.9	0.8
COCCOc1ccc(C(F)(F)F)cc1NC(=O)CN1C(=O)NC(C)(c2ccc3c(c2)OCO3)C1=O (stereo unspecified)	-1.5	-3.8	-17.0	-10.3	-2.0	8.9	12.7	8.6	-0.6

A run of entries of the results above, as a working copy:
SMILES	TRHR agonist	D2 PAM	RXFP1 antag	D2 antagonist	D2 ag	D1 ag	TRHR enhancer	D1 antag	D1 potentiator
COc1ccc(C(=O)COC(=O)Cn2[nH]c(=O)c3ccccc3c2=O)c(OC)c1	-0.4	17.3	/	12.7	-0.2	0.2	-5.6	-10.7	-5.5
CC(=NCCc1c(C)[nH]c2ccc(OC(F)(F)F)cc12)C1=C(O)CC(c2ccccc2)CC1=O (stereo unspecified)	0.2	-2.5	-6.6	14.0	3.9	5.3	21.1	-19.8	4.2
CCOC(=O)C(=CNc1cc(C)nn1-c1ccccc1)C(=O)OCC	-1.1	8.6	-0.7	2.8	3.0	1.0	-0.5	5.9	2.5
Cc1cccc(CNC(=O)CCCN2C(=O)CCn3nc(-c4cn(C)c5ccccc45)cc32)c1	-0.9	2.2	-8.0	/	0.0	1.4	3.1	7.4	-0.5

D1 antag, what is marked active above
compound,TRHR agonist,D2 PAM,RXFP1 antag,D2 antagonist,D1 ag,TRHR enhancer,D1 antag,D1 potentiator
CN1CCc2c(sc3nc(SCC(=O)NCc4ccco4)n(-c4ccccc4)c(=O)c23)C1,0.5,4.9,1.7,13.8,2.6,-5.5,-32.9*,-8.0
Cc1cccc(CNC(=O)c2cnc3c(-c4cccc(C)c4)c(C)nn3c2C)c1,0.7,-11.1,-26.0,/,0.2,2.0,-33.2*,-6.0

New compounds follow:
SMILES	TRHR agonist	D2 PAM	RXFP1 antag	D2 antagonist	D2 ag	D1 ag	TRHR enhancer	D1 antag	D1 potentiator
CCCCCn1c(N(C)Cc2ccccc2)nc2c1c(=O)[nH]c(=O)n2C	-0.9	15.7	/	-8.0	-1.5	0.7	-1.9	-8.0	-1.7
CCOc1ccc(NC(=O)c2oc3ccccc3c2NC(=O)COc2cccc(OC)c2)cc1	-0.2	3.9	/	/	0.4	1.1	-0.9	-11.6	-2.5
CCN(c1ccccc1)S(=O)(=O)c1ccc(C(=O)Nc2nccs2)cc1	0.1	10.8	-24.7	17.2	0.4	2.0	-1.1	-12.1	-7.2
CCOc1ccc(NC(=O)C2CC(=O)N3CCCN=C3S2)cc1 (stereo unspecified)	0.4	0.4	2.4	8.0	1.0	0.9	1.8	7.3	-0.9
CCC(Sc1nc(-c2cccc(OC)c2)c(C#N)c(=O)[nH]1)C(=O)Nc1nnc(C(C)C)s1 (stereo unspecified)	19.5	-8.4	17.4	-16.3	0.1	3.4	-0.9	5.0	-2.0
Cc1nnc(SCc2nc3sc(C(=O)O)c(C)c3c(=O)[nH]2)s1	0.1	6.2	-3.0	-5.9	-0.8	3.8	-2.9	-4.8	3.0
